Source: PubChem
ADAM17 inh: inhibits human ADAM17. inhibition, % at 6.95 µM. P78536. recombinant ADAM17, EDANS/DABCYL FRET peptide cleavage. 0.83% of 370,000 active;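 active = inhibition above the mean of compounds lying between control limits plus 3 SD, set per campaign, cut at about 8.5% in these data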;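 also: 0% = DMSO-only wells as the low control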
Target sequence (P78536 215-824 limits assumed): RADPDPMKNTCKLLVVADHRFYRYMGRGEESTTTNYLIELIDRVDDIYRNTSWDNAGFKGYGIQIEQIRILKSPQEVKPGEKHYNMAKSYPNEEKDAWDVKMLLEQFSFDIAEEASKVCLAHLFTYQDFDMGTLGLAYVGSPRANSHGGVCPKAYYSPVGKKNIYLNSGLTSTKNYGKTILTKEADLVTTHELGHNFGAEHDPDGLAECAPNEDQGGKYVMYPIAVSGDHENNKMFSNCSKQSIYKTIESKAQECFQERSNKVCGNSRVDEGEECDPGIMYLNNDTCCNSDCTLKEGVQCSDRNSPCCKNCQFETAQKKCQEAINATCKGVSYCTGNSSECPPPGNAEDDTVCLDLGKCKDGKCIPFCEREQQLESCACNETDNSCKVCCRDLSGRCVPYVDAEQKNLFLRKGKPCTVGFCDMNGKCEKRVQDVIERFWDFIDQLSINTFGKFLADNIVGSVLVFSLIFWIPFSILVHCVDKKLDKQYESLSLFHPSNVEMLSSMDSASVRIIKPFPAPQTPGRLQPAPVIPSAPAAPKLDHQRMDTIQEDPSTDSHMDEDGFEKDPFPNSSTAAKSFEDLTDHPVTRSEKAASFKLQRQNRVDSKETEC
ADAM10 inh: inhibitors of human ADAM10 | O14672 | recombinant ADAM10, EDANS/DABCYL FRET peptide cleavage, 3 h | inhibition, % at 7 µM | 0.62% of 370,000 active | AID 720582;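 active = inhibition above a per-campaign cutoff equal to the mean of compounds falling between control-based bounds plus 3 SD, cut at about 20% in these data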;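 also: 0% = DMSO wells while the 100% control is not disclosed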
DAX1 inh-1: NR0B1 (DAX1) inhibition; P51843; AID 504766; inhibition, % at 6.75 µM; 0.99% of 340,000 active; HEK293 Gal4-DAX1 luciferase reporter, luminescence;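 active = inhibition above the mean over all tested compounds plus 3 SD, cut at about 4.2% in these data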;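 also: 0% = DAX1-transfected cells with DMSO and 100% = empty-vector control cells with DMSO; inhibition shows as a rise in luminescence from relieved DAX1 repression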
Target sequence (P51843 207-470 limits assumed): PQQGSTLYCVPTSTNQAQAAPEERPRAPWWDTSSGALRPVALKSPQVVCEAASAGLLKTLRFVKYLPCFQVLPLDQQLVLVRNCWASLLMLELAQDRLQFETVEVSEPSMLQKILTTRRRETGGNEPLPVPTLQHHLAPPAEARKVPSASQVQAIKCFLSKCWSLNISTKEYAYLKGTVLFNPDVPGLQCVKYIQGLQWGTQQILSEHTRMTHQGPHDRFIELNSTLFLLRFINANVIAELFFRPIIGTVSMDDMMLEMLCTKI
PLC-beta3 inh: blocks human PLC-beta3 enzyme activity; Q01970; Purified PLC-beta3, fluorogenic substrate, fluorescence; inhibition, % at 12.2 µM; 0.18% of 370,000 active; in the data active = inhibition above about 11%;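 also: 0% = median of compound wells on plate and 100% = full blocker control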
sPLA2-III inh: Blocks human group III sPLA2 activity. Q9NZ20. inhibition, % at 12.2 µM. QFRET BODIPY PC-A2 liposome hydrolysis, fluorescence. 0.56% of 370,000 active. AID 743126;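 active = inhibition above mean plus 3 SD of compounds lying within the high and low control bounds, cut at about 19% in these data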;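 also: 0% = median of test compound wells and 100% = no enzyme DMSO wells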
ssDAF-12 act: activates DAF-12 receptor from parasite S. stercoralis; activation, % at 6.8 µM; AID 652126; HEK293 ssDAF-12/GRIP1 lit1-tk-luc reporter, luminescence; % of 3 µM dafachronic acid response; 1% of 370,000 active;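 active = activation above the mean over all tested compounds plus 3 SD, cut at about 0.9% in these data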;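 also: 0% = DMSO-only wells and 100% = 3 µM delta7-dafachronic acid wells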
hcDAF-12 act: activates DAF-12 receptor from parasite H. contortus; HEK293 hcDAF-12 lit1-tk-luc reporter, luminescence; 0% DMSO, 100% Δ7-dafachronic acid; activation, % at 6.8 µM; 1.4% of 370,000 active; AID 652067;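 active = activation above the mean of all tested compounds plus 3 SD, cut at about 5.5% in these data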;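 also: 100% = response to 3 µM Δ7-dafachronic acid high control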
DAX1 inh-2: blocks DAX1 repression of SF-1 activated StAR promoter | HEK293T StAR-luciferase reporter, SF-1/DAX-1 repression relief | inhibition, % at 6.8 µM | 1.1% of 370,000 active | AID 652010;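 active = inhibition above the mean over all tested compounds plus 3 SD, cut at about 3.6% in these data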;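 also: 0% = DAX-1 cells with DMSO and 100% = cells lacking DAX-1 with DMSO; higher inhibition means more luminescence from relief of DAX-1 repression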
FXN GAA850 act: activators of GAA850 frataxin (FXN) promoter; HEK293 lucGAA850 FXN promoter luciferase reporter, 24 h; percent of 10 µM SAHA response; activation, % at 6 µM; 0.56% of 360,000 active; AID 540364;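 active = activation above the average of all compounds screened plus 3 SD, cutoff fixed separately per campaign, cut at about 7.5% in these data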;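 also: 0% = DMSO wells and 100% = 10 µM SAHA wells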
hgDAF-12 ag: hgDAF-12 agonism, primary luciferase screen. HEK293 GAL4-hgDAF12 UAS-luciferase reporter, agonist luminescence; normalized to butyrate control. activation, % at 6.8 µM. 1.8% of 370,000 active;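 active = activation above a cutoff set at the mean of all screened compounds plus 3 SD, cut at about 10% in these data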;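 also: 0% = DMSO wells and 100% = sodium butyrate wells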
PLCg1 inh: blocks human PLC-gamma1 enzyme activity; P19174; purified PLC-gamma1, fluorogenic substrate, fluorescence; inhibition, % at 12.2 µM; 0.84% of 370,000 active; AID 720700; in the data active = inhibition above about 9.5%
Active calls of the source: *; i = inactive; x = no result given.

SMILES | ADAM17 inh | ADAM10 inh | DAX1 inh-1 | PLC-beta3 inh | sPLA2-III inh | ssDAF-12 act | hcDAF-12 act | DAX1 inh-2 | FXN GAA850 act | hgDAF-12 ag | PLCg1 inh
O=C1CCC[C@H]2Cc3nc4ccccc4cc3C[C@]23CCCN13 | -1 | -1 | x | -5 | -2 | -0.8 | 2.6 | x | x | -0.9 | -3
O=C(NNC(=O)c1ccc(Cl)cc1Cl)c1ccc2ccccc2c1 | -1 | -4 | 0.1 | 0 | -17 | -0.4 | -2.5 | -0.4 | 1.7 | -2.7 | 4
Cc1ccsc1C(=O)OCC(=O)Nc1c(Cl)cccc1C(F)(F)F | -2 | -7 | -0.2 | -3 | 17 | -1.3 | 2.5 | 0.4 | -2.1 | -0.5 | -2
COc1ccc(C2CC(c3ccc(OC)cc3OC(C)=O)=NN2C(=O)c2ccccc2)cc1 (centres undefined) | 0 | 6 | -0.4 | -6 | -7 | -1.6 | -1.2 | -0.6 | 2.9 | 0.0 | -6
CC(C)Cn1c(N)c(C(=O)NCC2CCCO2)c2nc3ccccc3nc21 (centres undefined) | i | i | -1.9 | i | -10 | -1.9 | -2.3 | -2.7 | 0.6 | -1.5 | i
CC(C)C[C@H](NC(=O)c1nc[nH]c1C(=O)NCCCCCNC(=O)OC(C)(C)C)C(=O)OCc1ccccc1 | 14* | 29* | -0.7 | 1 | -21 | -1.2 | -2.7 | 0.0 | 1.3 | -1.3 | -24
O=C(Nc1cccc(-c2cccc(Cl)c2)c1)C1CCN(Cc2ccon2)CC1 | 0 | -6 | -1.4 | -4 | -16 | -1.3 | -0.3 | -2.4 | 1.9 | -1.8 | 0
COc1ccc(C(=O)c2sc(Nc3ccccc3F)nc2N)cc1 | 1 | 4 | 2.8 | -34 | -18 | -0.7 | -0.2 | 1.3 | 8.1* | 6.7 | -28
C=CCN1C(=O)c2ccc(C(=O)OCC(=O)Nc3ccc(S(N)(=O)=O)cc3)cc2C1=O | 0 | -1 | 1.5 | -3 | -5 | -0.7 | -0.8 | 1.4 | 1.3 | 1.2 | 2
COc1ccc(CCNC(=O)c2cc3c(=O)n4ccccc4nc3n(CC3CCCO3)c2=N)cc1 (centres undefined) | -61 | -224 | 1.9 | -69 | 5 | -1.2 | 1.0 | -2.3 | -0.1 | 2.5 | -51
COc1ccc(CN2CCN(C(=O)c3cc(-c4cccnc4)nc4ccc(Cl)cc34)CC2)c(OC)c1OC | -3 | 1 | -0.4 | -2 | -26 | -1.6 | -3.2 | -2.6 | -7.2 | -5.3 | 2
O/N=C(/Cc1ccccn1)c1ccccc1 | -2 | 0 | 0.3 | 1 | 6 | -1.1 | -1.1 | 0.1 | -0.1 | -0.4 | 2
COC(=O)[C@@]12C[C@@H](CC(=O)NCC3CCCCC3)C(=O)N(Cc3ccco3)C1=CCC(C)(C)C2 | 0 | 3 | x | 3 | -20 | -0.1 | -2.2 | -0.6 | x | -4.3 | 0
CC(C)C1CC(CCNCc2ccc3c(c2)OCO3)(c2ccccc2)CCO1 (centres undefined) | -1 | 2 | -0.6 | -6 | -8 | -1.3 | -0.6 | -0.6 | -8.1 | -1.6 | 3
CC(C)Sc1cc(N2CCCC2)nc(-c2ccccc2Cl)n1 | -6 | 3 | -0.3 | -6 | 22* | -0.7 | 1.4 | 0.1 | -0.1 | -0.1 | 8
CC(=O)c1cccc(NC(=O)C(=O)Nc2cccc3ccccc23)c1 | -4 | 9 | 0.2 | 4 | -2 | -2.4 | 0.5 | 2.2 | 2.5 | 2.6 | 3
CCOC(=O)C(CC(C)C)CP(=O)(O)CNC(=O)OCc1ccccc1 (centres undefined) | -2 | 5 | 0.1 | 0 | -3 | -1.1 | -0.6 | 0.1 | -0.1 | 0.2 | -3
Cc1ccc(-c2nsc(SCC(=O)NCC3CCCO3)n2)cc1 (centres undefined) | -2 | 8 | 0.3 | -1 | 1 | -1.6 | 0.9 | 0.7 | 2.4 | 1.4 | 2
CCCCCn1nnnc1-c1nc2cc3ccccc3cc2[nH]c1=O | -2 | -19 | x | -160 | -18 | -0.4 | -1.0 | -3.6 | x | 0.7 | -111
N#C/C(=C\Nc1ccccc1O)c1nc2ccccc2o1 | 6 | 1 | 1.8 | -37 | -54 | 0.5 | 6.3* | -0.3 | 4.9 | 4.7 | -41
Cc1ccc(S(=O)(=O)N2C[C@H]3n4c(=O)ccc(=O)n4C[C@H](OC(=O)NCc4ccccc4)[C@@]3(O)C2)cc1 | -6 | -13 | -0.3 | 5 | 3 | -1.2 | -1.1 | -0.6 | 0.5 | -3.0 | 1
CCOC(=O)c1ccc(S(=O)(=O)N2CC(=O)Nc3ccccc32)cc1 | -5 | -4 | -0.5 | -107 | 3 | -0.7 | 0.0 | -0.1 | -2.1 | 1.4 | -69
CCOC(=O)/C(C#N)=C/c1cn(CCC(=O)O)nc1-c1ccc(OC)cc1 | 2 | -2 | 6.6* | -357 | 2 | -0.9 | -0.5 | 0.3 | -0.6 | 0.2 | -284
COc1ccc(CCNCC(O)COc2ccc(OC)cc2C(C)(C)C)cc1 (centres undefined) | 0 | -1 | 0.1 | -3 | -10 | -0.6 | -0.3 | 0.2 | -1.1 | 1.2 | 4
COc1cc(NC(=O)c2cccc3c(-c4cccnc4)coc23)cc(OC)c1OC | -1 | -2 | x | -1 | -4 | -2.5 | -6.0 | -5.1 | -7.1 | -9.2 | 1
COc1ccc(-c2n[nH]c(C)c2-c2cscn2)c(O)c1 | -1 | -5 | -0.6 | -6 | -2 | -1.2 | -0.3 | -0.3 | -0.6 | -0.8 | 2
O=C(NCc1ccccc1)C1C(c2ccccc2)=Nc2ccccc2N1C(=O)c1cccnc1 (centres undefined) | -3 | -5 | x | -3 | -9 | -1.1 | 0.1 | -0.9 | x | 1.4 | 0
Fc1ccc(-n2[nH]nnc2=S)cc1N1CCCC1 | 1 | -4 | -3.1 | -9 | 18 | -1.5 | -1.7 | 0.4 | 0.4 | 0.6 | -8
CCn1nc(C(=O)Nc2ccccc2N2CCCC2)c2ccccc2c1=O | 1 | 4 | -2.0 | -4 | 1 | -1.8 | -1.8 | -2.1 | -3.3 | -3.5 | 0
CCNC(=O)C12CCC(C)(C(=O)O1)C2(C)C (centres undefined) | -4 | -5 | -1.0 | -3 | -1 | -0.1 | 0.5 | 0.3 | -1.1 | 0.8 | 0
Fc1cc(F)c2nc(N3CCCC3)sc2c1 | -1 | 4 | 1.4 | -6 | 6 | -0.9 | 0.3 | 1.6 | 4.4 | 2.8 | 4
COc1ccc(C(CCOC(=O)Oc2ccccc2)c2cc(OC)cc(OC)c2)cc1 (centres undefined) | 7 | 15 | x | 1 | -17 | -1.8 | -3.5 | -0.9 | x | 0.1 | 3
CCCNC(=S)N1CCC(n2cnc3ccccc32)CC1 | 2 | -1 | -1.4 | 0 | 8 | -1.5 | -0.4 | 0.7 | 1.9 | -3.3 | 2
Cc1cc(NO)c(C(C)C)cc1N=O | 2 | 2 | -1.4 | -2 | -17 | -1.5 | -0.2 | -1.6 | 1.0 | -2.4 | 2
COc1ccc(CN2[C@@H](CC(=O)O)c3cc(C(F)(F)F)ccc3S2(=O)=O)cc1 | -5 | -4 | 2.0 | -1 | 3 | -1.4 | 0.4 | 0.6 | 0.7 | 0.9 | 1
OC(c1ccccc1)c1nc(-c2ccc3c(c2)OCO3)cs1 (centres undefined) | 2 | 4 | x | 3 | -4 | -0.8 | 1.3 | 2.1 | 3.4 | 13* | 1
CS(=O)(=O)c1ccc(C(=O)CN2C(=O)NC3(CCCc4ccccc43)C2=O)cc1 (centres undefined) | -8 | -8 | 0.4 | -9 | -7 | -0.6 | 0.2 | -1.8 | 0.6 | -2.5 | -3
CCCN(CC1CC1)C(=S)NC(=O)C1CC1 | -2 | 1 | 0.2 | -5 | 0 | -1.9 | -0.7 | -1.6 | 0.8 | 1.5 | 3
Cc1sc(NC(=S)NC(=O)CCc2ccccc2)c(C(N)=O)c1C | -1 | 5 | 3.9 | 4 | 7 | -0.7 | 2.3 | 2.1 | 1.3 | -2.4 | -1
Cn1c(N)c(C(=O)COC(=O)c2cccs2)c(=O)n(C)c1=O | -2 | 0 | 0.1 | 1 | -3 | -1.3 | -0.8 | 0.1 | 1.1 | -1.8 | 2
O=C(CCC(=O)Nc1cc(C(F)(F)F)ccc1Cl)N/N=C\c1cc([N+](=O)[O-])ccc1O | 1 | -9 | 0.8 | -13 | 4 | -1.4 | 0.1 | -0.4 | -1.5 | 0.6 | -3
Cc1cc(CN(C)Cc2cn(C)nc2-c2ccc(Oc3ccccc3)cc2)on1 | -7 | -7 | -0.6 | -8 | -9 | -1.9 | -1.4 | -0.9 | 0.6 | -1.8 | -2
O=C(NCc1ccccc1)C1CCCN1C(=O)Nc1ccccc1[N+](=O)[O-] (centres undefined) | -4 | -4 | 0.4 | -9 | 0 | -1.2 | -0.4 | -0.2 | 0.5 | -1.0 | 3
O=C(NC1CCC(O)CC1)c1ccc(NS(=O)(=O)c2cccc([N+](=O)[O-])c2)cc1 (centres undefined) | -2 | -4 | -0.1 | -3 | 3 | -1.3 | 0.7 | -1.5 | 1.5 | 4.2 | -3
CC1N(C(=O)N2CCOCC2)CCN1S(=O)(=O)c1cccc(C(F)(F)F)c1 (centres undefined) | -1 | -8 | 0.6 | -4 | 3 | -1.0 | 0.9 | 0.2 | 1.4 | 1.2 | 1
COc1ccc(Cn2nnnc2C(CC(C)C)N2CCN(c3ccccc3)CC2)cc1 (centres undefined) | -2 | -1 | 1.1 | 2 | 4 | -0.7 | 1.3 | 0.7 | -0.3 | 0.6 | 0
Clc1ccc(Cn2ccc(-c3ccc4c(c3)OCO4)n2)cc1Cl | 9 | 10 | -0.3 | 12* | -20 | -0.9 | -0.4 | -0.9 | 2.0 | 0.9 | 19*
Cc1ccc(-n2ncc3c2CC(C)(C)CC3NC(=O)CCCN2CCCCC2=O)cc1 (centres undefined) | -1 | 2 | 0.1 | -5 | -2 | -1.1 | 0.2 | -0.4 | 1.8 | -2.8 | 0
CCN(CC(=O)Nc1cc(S(=O)(=O)N2CCOCC2)ccc1Cl)Cc1ccccc1 | 5 | 1 | -0.9 | -1 | -12 | -1.4 | -3.7 | -1.2 | 0.0 | -1.0 | 4

Full records from above:
Listed for O=C(NNC(=O)c1ccc(Cl)cc1Cl)c1ccc2ccccc2c1 → ADAM17 inh: -1; ADAM10 inh: -4; DAX1 inh-1: 0.1; PLC-beta3 inh: 0; sPLA2-III inh: -17; ssDAF-12 act: -0.4; hcDAF-12 act: -2.5; DAX1 inh-2: -0.4; FXN GAA850 act: 1.7; hgDAF-12 ag: -2.7; PLCg1 inh: 4
Listed for CCOC(=O)/C(C#N)=C/c1cn(CCC(=O)O)nc1-c1ccc(OC)cc1 → ADAM17 inh: 2; ADAM10 inh: -2; DAX1 inh-1: 6.6*; PLC-beta3 inh: -357; sPLA2-III inh: 2; ssDAF-12 act: -0.9; hcDAF-12 act: -0.5; DAX1 inh-2: 0.3; FXN GAA850 act: -0.6; hgDAF-12 ag: 0.2; PLCg1 inh: -284
